Screening results (PubChem)
TAAR1 ag – human TAAR1 agonists, primary screen, Fluo-8 calcium fluorescence, CHO RD-HGA16 cells; activation, % at 3 µM; vehicle wells 0%, saturating PEA agonist 100%; actives 0.99% (n = 360,000);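 active means activation above the mean activation of all test compounds in the run plus 3 SD, cut at about 38% in these data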
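Repeats: no replicates (n 1) | Material: CHO-derived RD-HGA16 cells with stable Gα16 and human TAAR1 | Technique: Kinetic Fluo-8 calcium fluorescence | Schedule: 17-24 h seeding, 75 min 37 °C dye, 30 min RT | Evaluation: % activation from peak over basal fluorescence ratio, DMSO-to-PEA scaled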
TAAR1 antag – human TAAR1 antagonists, primary screen, Fluo-8 calcium fluorescence, CHO RD-HGA16 cells. antagonist. inhibition, % at 3 µM. Trace amine-associated receptor 1 (Homo sapiens), Q96RJ0. actives 1.5% (n = 360,000);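 active means inhibition above a per-plate cutoff, the mean inhibition of test compounds on that plate plus 3 SD, cut at about 49% in these data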;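 further: 0% = DMSO plus EC80 beta-PEA response and 100% = DMSO alone without agonist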
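Test system – hTAAR1-expressing CHO RD-HGA16 cells, Gα16-coupled · Reagent – β-PEA at EC80 concentration, post-compound challenge · Compound dosing – 3 µM, single point · Timing – 140 s kinetic read after compound, 140 s after agonist · Detection – Fluo-8 intracellular calcium dye fluorescence, real-time kinetic reads · Control set – DMSO and EC80 PEA controls · Repeats – n of 1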
V1aR counter – agonists of human V1a receptor, primary screen, counter-screen for OXTR agonist project, fluorescence, CHO-V1R cells; Vasopressin V1a receptor (Homo sapiens), P37288; Fluo-8 calcium fluorescence, agonist mode; 0% DMSO, 100% 3 nM vasopressin; activation, % at 3 µM; actives 0.25% (n = 320,000);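 active means activation above the mean activation of all tested compounds plus 3 SD, per screening run, cut at about 20% in these data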;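 further: signal is peak over basal fluorescence ratio across a 100 second FLIPR read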
Target sequence (P37288 whole entry, looked up): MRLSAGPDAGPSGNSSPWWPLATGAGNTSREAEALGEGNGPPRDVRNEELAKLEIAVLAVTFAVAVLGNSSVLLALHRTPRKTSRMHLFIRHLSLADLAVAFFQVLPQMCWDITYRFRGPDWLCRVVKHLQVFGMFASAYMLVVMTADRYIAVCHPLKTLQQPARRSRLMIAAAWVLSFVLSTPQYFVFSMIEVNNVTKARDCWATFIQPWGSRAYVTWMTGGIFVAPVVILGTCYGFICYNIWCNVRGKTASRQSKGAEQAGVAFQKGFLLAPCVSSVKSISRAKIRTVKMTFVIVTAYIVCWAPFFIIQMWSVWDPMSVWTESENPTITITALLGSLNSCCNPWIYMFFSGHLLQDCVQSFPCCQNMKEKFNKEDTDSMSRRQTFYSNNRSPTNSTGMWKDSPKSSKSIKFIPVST
CHO parental Ca – ATP-evoked calcium signal inhibitors, parental CHO, primary screen, counter-screen for OX1R antagonist project, cell-based, fluorescence, Fluo-8 calcium dye; parental CHO-K1, ATP-induced calcium, Fluo-8 fluorescence; inhibition, % at 5.6 µM; actives 0.63% (n = 330,000); AID 463079, 2010;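 active means inhibition above that plate's mean sample inhibition plus 3 SD, cut at about 26% in these data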;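 further: 0% = ATP-challenged DMSO wells and 100% = DMSO wells without ATP; some compounds past the cut are filed as inactive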
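Test system: parental CHO cells; detection: calcium-sensitive Fluo-8 fluorescence; evaluation: percent inhibition of calcium signal; also added: ATP as calcium-mobilizing challenge; repeats: one well per compound; control set: ATP-challenged DMSO wells low, unchallenged DMSO wells high; compound: single nominal dose of 5.6 µM per compound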
OXTR potentiator – human OXTR potentiators, primary screen, fluorescence, CHO-OTR cells, Fluo-8 calcium; Oxytocin receptor (Homo sapiens), P30559; Fluo-8 calcium fluorescence, potentiator mode; 0% = oxytocin EC15, 100% = EC100; activation, % at 3 µM; actives 0.061% (n = 320,000); AID 2445, 2010;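 active means activation above that plate's cutoff, the mean activation of tested compounds plus 3 SD, cut at about 6.6% in these data, passing the limit was not always enough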;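 further: 100% uses oxytocin at 75 nM as the full agonist control; some results filed as inactive read as strong as hits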
Target sequence (P30559 whole entry, looked up): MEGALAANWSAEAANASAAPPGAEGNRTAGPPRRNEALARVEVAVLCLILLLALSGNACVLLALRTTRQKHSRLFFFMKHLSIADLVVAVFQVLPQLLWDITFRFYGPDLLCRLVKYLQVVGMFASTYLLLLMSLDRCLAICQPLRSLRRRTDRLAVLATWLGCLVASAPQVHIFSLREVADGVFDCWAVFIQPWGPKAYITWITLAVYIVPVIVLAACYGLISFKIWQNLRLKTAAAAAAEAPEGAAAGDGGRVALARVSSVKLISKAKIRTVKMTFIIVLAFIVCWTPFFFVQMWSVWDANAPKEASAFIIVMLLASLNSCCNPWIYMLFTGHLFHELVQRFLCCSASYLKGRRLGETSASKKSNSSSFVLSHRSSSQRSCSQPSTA
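Assay system: CHO-OTR cells, human receptor / Also added: oxytocin at about EC15, sub-maximal agonist stimulus / Dosing: single dose, 3.0 µM nominal final compound concentration / Incubation: 6 min pre-incubation, 100 s read / Technique: Fluo-8 calcium dye fluorescence / Read-out: % activation vs EC15 and EC100 oxytocin / Benchmarks: EC15 oxytocin low, 75 nM oxytocin high / Replicates: singlicate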
M1 ag – human M1 muscarinic receptor agonists, primary screen, Fluo-8 calcium fluorescence, CHO-K1 cells, HTS; activation, % at 3 µM; actives 0.33% (n = 360,000); CHO-K1 hM1, agonist mode; 0% DMSO, 100% acetylcholine EC100;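 active means activation above the run's mean compound activation plus 3 SD, cut at about 16% in these data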;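 further: peak over basal fluorescence ratio within a 140 s kinetic read after compound addition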
OXTR ag – human OXTR agonists, primary screen, fluorescence, CHO-OTR cells, Fluo-8 calcium; Oxytocin receptor (Homo sapiens), P30559; Fluo-8 calcium fluorescence; normalized: DMSO 0%, oxytocin 100%; activation, % at 3 µM; actives 0.32% (n = 320,000); AID 2435, 2010;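 active means activation above the mean of all tested compounds plus 3 SD, cutoff set per screening run, cut at about 20% in these data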;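 further: peak over basal fluorescence ratio from a 100 s FLIPR kinetic read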
M1 PAM – human M1 muscarinic receptor positive allosteric modulators, primary screen, CHO-K1 cells, Fluo-8 calcium fluorescence, 1536-well; CHO-K1 hM1, ACh EC20; 0% = ACh EC20, 100% = maximal ACh; AID 588819, 2011; actives 0.088% (n = 360,000); activation, % at 3 µM; in the data active means activation above about 19%, passing the limit was not always enough
CHRM1 antagonist – human M1 muscarinic receptor antagonists, primary screen, CHO-K1 cells, Fluo-8 calcium fluorescence, 1536-well. Muscarinic acetylcholine receptor M1 (Homo sapiens), P11229. CHO-K1 hM1, ACh EC80 antagonist. inhibition, % at 3 µM. actives 1.3% (n = 360,000);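 active means percent inhibition above its own plate's cutoff, namely the mean of that plate's compound wells plus 3 SD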;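 further: peak over basal fluorescence ratio during 140 s after agonist addition; 0% = ACh EC80 plus DMSO and 100% = DMSO alone without agonist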
An asterisk follows results filed as active; . = no result given.

Results follow in this order: TAAR1 ag | TAAR1 antag | V1aR counter | CHO parental Ca | OXTR potentiator | M1 ag | OXTR ag | M1 PAM | CHRM1 antagonist
- Cc1c(Cl)c([N+](=O)[O-])nn1CCCC(=O)Nc1cccc(O)c1
→ 1 | -8 | 0.1 | -21 | -8 | -11 | 0.1 | 9 | -3
- CCSc1ccc2nnc(-c3cccc(F)c3)n2n1
→ 8 | -8 | -1.2 | -15 | -1 | -6 | -1.1 | -2 | 0
- COc1ccc(N(C(C)C(=O)Nc2ccc(S(=O)(=O)N3CCOCC3)cc2)S(C)(=O)=O)cc1 (configuration not stated)
→ 3 | 7 | -0.6 | -16 | -2 | -4 | 0.4 | 3 | -10
- COC(=O)c1ccc(NC(=S)NCCc2ccccc2C)cc1
→ 19 | 3 | 8.8 | 3 | -8 | -4 | 5.8 | -13 | 14
- Cn1c(=O)cc(SCC(=O)Nc2ccc3c(c2)OCO3)c2ccccc21
→ 7 | -20 | -1.0 | -13 | -1 | -2 | -1.9 | 15 | -19
- O=C(Nc1ccccc1Cl)C1C(c2ccccc2)C1(Cl)Cl (configuration not stated)
→ -2 | -19 | -1.5 | -21 | -8 | -1 | -2.1 | 10 | -10
- FC(F)Sc1ccc(NC(=S)N2CCN(c3ccccn3)CC2)cc1
→ 5 | 33 | . | . | . | -5 | . | -18 | 22*
- CC(C)c1nnc(NC(=O)C2CCCN2C(=O)Nc2ccccc2[N+](=O)[O-])s1 (configuration not stated)
→ -1 | -8 | 1.1 | -13 | -11 | -6 | -1.0 | 4 | -4
- O=C(CSc1ncnc2c1oc1ccccc12)Nc1ccccc1F
→ 1 | -21 | -0.6 | -4 | 0 | -4 | 0.4 | 13 | -18
- CCOc1ccc(OCCCCn2ccnc2)cc1
→ 1 | -10 | -0.5 | -7 | -5 | -9 | 0.6 | 5 | -12
- O=C(CSc1cccc(C(F)(F)F)c1)NCc1ccccc1
→ -1 | 4 | -1.7 | -11 | -7 | -12 | -3.3 | 0 | 6
- COC(=O)C1=C(C)N(CCCC(=O)O)C(=O)NC1c1ccc2c(c1)OCO2 (configuration not stated)
→ 1 | -2 | 0.9 | -8 | 5 | -2 | 0.7 | 8 | -7
- CCC1(c2ccc(Cl)cc2)NC(=O)N(CC(=O)NC2CCCCCC2)C1=O (configuration not stated)
→ 14 | -34 | . | . | . | -1 | . | 0 | -2
- CCOc1ccccc1-n1c(SCC(N)=O)nnc1-c1ccccc1
→ 1 | 2 | -0.3 | 2 | -1 | -1 | 0.4 | 13 | -16
- O=C(Nc1ccc(C(=O)N2CCOCC2)cc1)c1cccs1
→ 2 | -8 | 0.3 | 1 | -17 | -2 | 1.6 | -2 | -15
- Cn1c(Br)nc2c1c(=O)n(Cc1ccccc1)c(=O)n2C
→ 4 | -1 | 0.1 | -16 | -17 | -3 | -0.5 | 3 | -9
- Cc1cccc(N2CC(C(=O)Nc3nnc(SCC(=O)NCC4CCCO4)s3)CC2=O)c1 (configuration not stated)
→ 11 | -30 | -0.4 | -1 | -6 | -3 | 0.2 | 0 | -1
- CC1CN(S(=O)(=O)c2cc(C(=O)NCCC3=CCCCC3)ccc2Cl)CC(C)O1 (configuration not stated)
→ 1 | 3 | 0.0 | -19 | -10 | -2 | -2.4 | 2 | -16
- O=C(Nc1nncs1)C1CCCC1
→ 4 | -15 | 0.6 | -2 | -4 | 5 | -0.2 | 16 | -11
- O=S(=O)(NCc1ccccc1Cl)c1cnc[nH]1
→ 6 | -4 | 0.0 | -23 | -5 | -3 | 0.0 | 0 | -14

Other structures:
Results follow in this order: TAAR1 ag | TAAR1 antag | V1aR counter | CHO parental Ca | OXTR potentiator | M1 ag | OXTR ag | M1 PAM | CHRM1 antagonist
- CCOC(=O)Nc1cccc(NC(=O)c2ccccc2F)c1
→ 5 | -8 | 0.1 | 0 | -10 | -3 | 0.2 | 4 | 0
- CCOc1ccc(/C=N/Nc2nc(N3CCCC3)nc(N3CCCC3)n2)cc1OC
→ 6 | 29 | 0.6 | -13 | -2 | -5 | -0.6 | 1 | 3
- CCOC(=O)C1CCN(C(=O)Nc2ccc(OCc3ccccc3)cc2)CC1
→ 3 | -21 | 2.2 | 3 | 2 | -2 | 1.0 | 2 | -5
- COC(=O)C1=C2SC(C)C(=O)N2C(N)=C(C#N)C1c1ccc(OC)c(OC)c1 (configuration not stated)
→ 0 | -19 | 0.8 | -11 | -3 | 0 | 0.4 | 0 | 9
- COc1cc(-c2cc(-c3nnco3)c3ccccc3n2)cc(OC)c1OC
→ 4 | -7 | 0.2 | -17 | -6 | 1 | -1.7 | 12 | -13
- O=C(Nc1cccc(S(=O)(=O)Nc2ccc(Cl)cc2)c1)c1ccc(Cl)nc1
→ 24 | 42 | 9.6 | 11 | -20 | 1 | 9.2 | -15 | 29*
- CCCS(=O)(=O)NC(=O)C1(C)CCN(C(=O)c2ccco2)C1 (configuration not stated)
→ 2 | -15 | . | . | . | -4 | . | 5 | -6
- Cc1nc2scc(-c3ccc(Cl)cc3)c2c(=O)o1
→ 5 | -7 | 0.1 | 1 | -3 | -8 | -0.8 | 5 | -8
- COc1ccc(CC(=O)OCC(=O)NC(=O)NC2CCCC2)cc1
→ 0 | -11 | 0.8 | -9 | -5 | -5 | 0.6 | 11 | -15
- Cc1cccc(N2CCN(CC3CCCCC3)CC2)c1C
→ 25 | -15 | -0.6 | -10 | -4 | 1 | -2.2 | 5 | -10
- O=C(O)CCC(=O)NN1C(=O)c2ccccc2NC1c1ccco1 (configuration not stated)
→ 3 | -20 | 0.6 | 4 | -14 | -2 | 0.5 | 2 | -4
- CCN1CCN(CCNC(=O)c2cn(C(C)c3ccccc3F)nn2)CC1 (configuration not stated)
→ 0 | 2 | 2.3 | -8 | -4 | -6 | 0.3 | 5 | -3
- O=c1oc(-c2ccccc2)nc2sc3c(c12)CCC3
→ -2 | -4 | -0.3 | -8 | -6 | -6 | -0.3 | 5 | -3
- CC(C(=O)Nc1ccc(S(=O)(=O)N2CCCC2)cc1)N1CCN(C(=O)c2ccco2)CC1 (configuration not stated)
→ 11 | -2 | 0.1 | -6 | -3 | -5 | 0.5 | 4 | -5
- CC(=O)NCCc1cnc[nH]1
→ 3 | -7 | 0.5 | -9 | 1 | -1 | 0.1 | 4 | -9
- Cc1ccc(NC(=O)C2(C)Cc3ccccc3C(=O)O2)cc1 (configuration not stated)
→ 8 | 5 | 0.6 | -11 | -13 | -5 | -0.7 | 20 | -12
- O=C(c1ccc(Cl)c(S(=O)(=O)N2CCCCCC2)c1)N1CCN(c2ccccn2)CC1
→ 15 | 33 | 5.4 | -13 | -11 | 1 | 8.2 | -12 | 19
- Cc1ccccc1Nc1nc(N)nc(COC(=O)c2ccccc2)n1
→ 8 | -24 | 0.7 | -17 | 1 | -6 | -0.1 | 6 | -10
- O=C(c1cc2nc(-c3ccc(Cl)cc3)cc(C(F)(F)F)n2n1)N1CCOCC1
→ 2 | -10 | 0.4 | -8 | -9 | -4 | -0.4 | 4 | -3
- O=C1OCCC1Sc1nnc(-c2ccc3c(c2)OCO3)o1 (configuration not stated)
→ 1 | -27 | 1.1 | -1 | 1 | -5 | 2.2 | 6 | -6

Some of these compounds in order of formula weight, ascending.
Results follow in this order: TAAR1 ag | TAAR1 antag | V1aR counter | CHO parental Ca | OXTR potentiator | M1 ag | OXTR ag | M1 PAM | CHRM1 antagonist
- CCOc1ccc(/C=N/Nc2nc(N3CCCC3)nc(N3CCCC3)n2)cc1OC
→ 6 | 29 | 0.6 | -13 | -2 | -5 | -0.6 | 1 | 3
- O=C(Nc1cccc(S(=O)(=O)Nc2ccc(Cl)cc2)c1)c1ccc(Cl)nc1
→ 24 | 42 | 9.6 | 11 | -20 | 1 | 9.2 | -15 | 29*
- O=C(c1ccc(Cl)c(S(=O)(=O)N2CCCCCC2)c1)N1CCN(c2ccccn2)CC1
→ 15 | 33 | 5.4 | -13 | -11 | 1 | 8.2 | -12 | 19

(cont.)
Results follow in this order: TAAR1 ag | TAAR1 antag | V1aR counter | CHO parental Ca | OXTR potentiator | M1 ag | OXTR ag | M1 PAM | CHRM1 antagonist
- COc1ccc(-c2csc(Cc3nnc4n3CCCCC4)n2)cc1
→ -1 | 5 | 1.2 | -5 | -11 | -4 | -0.6 | 2 | -3
- CCc1nnc(NC(=O)Cc2cccs2)s1
→ 1 | -21 | -0.3 | 1 | -23 | -7 | -0.9 | 3 | -3
- CN(CC(=O)Nc1ccccc1C(F)(F)F)C(=O)Cc1ccccc1F
→ 5 | -5 | 0.5 | -9 | 2 | 0 | 1.3 | 6 | -9
- CCCCOc1ccc(N2C(=O)C(C)CNC2=S)cc1 (configuration not stated)
→ 0 | 6 | . | . | . | -5 | . | 8 | -19
- C(=N\Nc1cc(N2CCCCC2)ncn1)/c1ccco1
→ 0 | 13 | -1.1 | -21 | -1 | -1 | -1.5 | 0 | -5
- COc1ccccc1N=Nc1c(C)[nH]n(-c2ccccc2)c1=O
→ 0 | -13 | 7.8 | 8 | -7 | 0 | -1.1 | 13 | -23
- COc1ccc(-c2cc(C(F)(F)F)n3nc(C(N)=O)cc3n2)cc1
→ 1 | -6 | . | . | . | -1 | . | 9 | -12
- N#C/C(=C\c1c(N2CCCCCC2)nc2ccccn2c1=O)C(N)=O
→ 3 | 13 | 1.2 | -16 | 0 | -5 | -0.3 | 6 | -11
- C=CC[C@]12C=C(OC)C(=O)C=C1O[C@@H](c1ccc3c(c1)OCO3)[C@H]2C
→ 3 | -7 | 0.5 | -10 | -3 | -2 | 0.5 | 0 | -13
- CC(C)c1onc(C(=O)N2CCCCCC2)c1[N+](=O)[O-]
→ 0 | -23 | -0.2 | 4 | -9 | -9 | -0.6 | 10 | -4
- O=C(NNS(=O)(=O)Cc1ccccc1)c1ccc([N+](=O)[O-])cc1
→ 0 | -5 | 0.1 | -17 | 0 | -4 | 0.2 | 13 | -20
